HTR2A ag – activates the mouse 5-HT2A serotonin receptor | P35363 | CHO-K1 mHTR2A beta-arrestin complementation, luminescence; percent of 30 µM serotonin response | activation, % at 7.6 µM | 0.66% of 360,000 active | AID 624169;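 active = activation above a run cutoff, the mean activation of all tested compounds plus 3 SD, cut at about 14% in these data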;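 also: 0% = plate median of compound wells and 100% = 30 µM serotonin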
Target sequence (P35363 whole entry, looked up): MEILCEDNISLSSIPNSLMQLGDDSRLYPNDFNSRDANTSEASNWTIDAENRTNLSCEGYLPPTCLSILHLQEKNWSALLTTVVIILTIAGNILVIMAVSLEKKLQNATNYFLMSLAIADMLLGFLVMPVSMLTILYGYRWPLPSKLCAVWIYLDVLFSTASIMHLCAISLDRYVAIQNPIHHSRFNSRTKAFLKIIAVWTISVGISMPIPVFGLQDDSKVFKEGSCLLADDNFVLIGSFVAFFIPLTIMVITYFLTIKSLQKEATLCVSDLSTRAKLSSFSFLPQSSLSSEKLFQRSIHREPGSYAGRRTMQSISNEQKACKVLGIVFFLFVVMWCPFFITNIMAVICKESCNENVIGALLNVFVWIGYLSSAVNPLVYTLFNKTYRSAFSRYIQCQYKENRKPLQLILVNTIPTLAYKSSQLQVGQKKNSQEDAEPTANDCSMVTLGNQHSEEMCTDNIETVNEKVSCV
PDI turbidity – blocks human protein disulfide isomerase activity; AID 588391; inhibition, % at 10 µM; PDI insulin aggregation turbidity, A650, 90 min; P07237; 0.052% of 350,000 active;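 active = mean inhibition across replicates of 30% or more, whatever share of single replicates reach that level; inconclusive = mean inhibition below 30% while every single replicate reaches 30%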;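 also: absorbance from insulin aggregation driven by PDI reduction with DTT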
H9c2 protect – protects H9c2 cardiomyocytes from peroxide injury. H2O2 injury protection, ATPLite, 2 h. protection from H2O2 cell death, % at 20 µM. 0.63% of 360,000 active. AID 588492;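 active = compounds giving at least 50% protection of heart cells from peroxide-induced death in the single-dose screen, raw or plate-pattern-corrected value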;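 also: 0% = DMSO wells with peroxide and 100% = DMSO wells without peroxide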
ABCB6 inh MLPCN – human ABCB6 transporter inhibition | K562-ABCB6 porphyrin accumulation, flow cytometry, 1 h; stronger effect = lower value | Q9NP58 | fluorescence ratio to DMSO, % at 10 µM | 0.19% of 360,000 active;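 active = fluorescence ratio to DMSO below 75%, the collection mean minus 3 SD; inconclusive = too few cells collected in the well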;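 also: signal is porphyrin accumulated inside mitochondria; 100% equals median channel fluorescence of DMSO control wells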
CaV13 FRET inh – Disruptors of the CACNA1D IQ motif to Ca2+-dependent inactivation inhibitor domain association, primary screening, Förster resonance energy transfer in intact living …. HEK cells, CFP/YFP FRET ICDI-IQ, plate reader, 10 min; percent FRET-ratio fall versus neutral wells. inhibition, % at 12.3 µM. 0.098% of 340,000 active. AID 743397;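 active = mean replicate inhibition of at least 30% and at least 1% of replicates passing that level; inconclusive = only one of the two criteria is met; inactive = neither criterion is met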;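 also: 0% = median of the neutral control wells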
MC4R barr agon – agonists of human melanocortin 4 receptor (MC4R) beta-arrestin | U2OS MC4R beta-arrestin complementation, luminescence; percent of melanotan II response, DMSO zero | activation, % at 8.9 µM | 0.98% of 360,000 active | P32245 | AID 540308;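 active = activation above a per-plate cutoff, the mean activation of sample wells on that plate plus 3 SD, cut at about 8% in these data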
Target sequence (P32245 whole entry, looked up): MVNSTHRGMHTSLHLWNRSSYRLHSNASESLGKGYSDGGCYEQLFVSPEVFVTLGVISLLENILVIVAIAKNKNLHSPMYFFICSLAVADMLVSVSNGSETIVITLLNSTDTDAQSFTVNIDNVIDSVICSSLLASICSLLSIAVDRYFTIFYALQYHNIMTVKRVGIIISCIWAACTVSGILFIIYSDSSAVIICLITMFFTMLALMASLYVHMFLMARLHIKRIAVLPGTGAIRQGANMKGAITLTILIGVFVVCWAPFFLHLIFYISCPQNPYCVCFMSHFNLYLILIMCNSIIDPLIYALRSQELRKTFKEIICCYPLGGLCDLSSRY
Vif inh – blocks HIV Vif function; HEK293T cells, Vif self-association by quenched fluorescence, imaging, 24 h; inhibition, % at 7.49 µM; 0.35% of 340,000 active; in the data active = inhibition above about 50%, passing the limit was not always enough; inconclusive = no clear call, values can overlap the other calls; inactive = below about 31%; also: some results filed as inactive read as strong as hits
MC4R antagonist – blocks human MC4R cAMP signaling. P32245. MC4R-expressing cells, MTII-stimulated cAMP, LANCE TR-FRET. inhibition, % at 6.5 µM. 0.48% of 360,000 active. AID 540295;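 active = inhibition above its plate's cutoff, the mean of tested wells on that plate plus 3 SD, cut at about 29% in these data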;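 also: 0% = Melanotan II alone and 100% = Melanotan II plus saturating MCL0020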
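Material: U2OS-MC4R stable cell line | Reagent: Melanotan II challenge after compound preincubation | Doses: One concentration, 6.5 µM nominal | Incubation: 30-min compound preincubation, 1-h Melanotan II challenge, 1-h detection, room temperature | Signal: TR-FRET cAMP assay | Replicates: One well per compound, no replicates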
aDG glyco up – increases alpha dystroglycan glycosylation; Pro5-aDG cells, alpha-DG glycosylation AlphaScreen (IIH6); 0% Pro5, 100% B10-LARGE cell signal; 0.22% of 360,000 active; activation, % at 10 µM; AID 624168;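 active = activation of at least 8% versus controls, or a plate z-score of at least 8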;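 also: Pro5 are CHO cells carrying HIG-tagged alpha-DG that lacks glycosylation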
Glyco luc inh – blocks N-linked glycosylation in D54 reporter cells; D54 ERlucT glycosylation luciferase reporter, 24 h; percent of 100 nM tunicamycin response; reporter increase, % at 12.5 µM; 0.23% of 360,000 active;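 active = mean luciferase reporter signal, scaled so untreated is 0 and the glycosylation-blocking control 100, at or above a set limit in every replicate; inconclusive = mean reaches the limit but not every replicate does; inactive = mean below the limit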;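 also: luciferase carries N-glycosylation sites so blocking glycosylation raises the light; 0% = median of neutral control wells and 100% = median of 100 nM tunicamycin wells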
Active calls of the source: *; ? = inconclusive; · = not tested or not shown.

SMILES	HTR2A ag	PDI turbidity	H9c2 protect	ABCB6 inh MLPCN	CaV13 FRET inh	MC4R barr agon	Vif inh	MC4R antagonist	aDG glyco up	Glyco luc inh
Cc1ccc(C)c(N2CCN(C(=O)CCS(=O)(=O)c3ccc4c(c3)oc(=O)n4C)CC2)c1	5	-1	-3	100	-2	-1.2	1	4	0.2	-2
C/C(=N/OCO/N=C(/C)c1ccc(F)cc1)c1ccc(F)cc1	2	-4	-6	105	-2	5.6	-15	11	-0.1	-13
COc1ccccc1OCC(=O)Nc1ccc(Cl)cc1	-5	-1	-8	95	-4	0.5	-2	19	0.0	-3
Cc1ccc2cc3c(NC(=O)c4ccco4)nn(C)c3nc2c1	-6	0	30	95	-2	-0.7	-1	5	1.6	5
CCN(CC)c1ccc(-c2nn3c(-c4ccccc4OC)nnc3s2)cc1	-1	8	-18	99	·	0.6	-6	-22	-0.1	3
O=C(Nc1ccc2c(c1)CCCN2C(=O)c1cccs1)c1ccccc1	-3	7	7	94	-8	1.2	6	2	0.1	-8
COc1ccccc1NC(=O)CCN1C(=O)/C(=C\c2cc(OC)c(OC)c(OC)c2)SC1=S	-3	-1	18	98	-2	-3.2	15	10	0.1	-3
O=C(O)C[C@H]1c2ccc(C(F)(F)F)cc2S(=O)(=O)N1C1CCCCC1	0	-3	8	95	-10	-0.9	0	-1	-0.1	-1
CCS(=O)(=O)N1Cc2ccccc2CC1C(=O)Nc1nnc(C2CC2)s1 (configuration not stated)	0	-3	9	89	-1	-0.9	13	-3	-0.2	2
CC(=O)NCCC(=O)Nc1nc(-c2cccs2)c(-c2cccs2)s1	-2	-2	-3	101	-3	3.9	-8	-1	-0.1	6
Cc1ccc(C(=O)NCCc2cc3ccc(C)c(C)c3[nH]c2=O)cc1[N+](=O)[O-]	0	-12	-8	100	-4	9.6*	-2	7	0.0	4
COc1ccc(N(CC(=O)Nc2cccc(C)c2)S(=O)(=O)c2c(C)n[nH]c2C)cc1	-2	-5	12	86	-4	-1.6	-13	4	0.0	1
C=CCn1c(SCC(=O)Nc2sc(C)c(C)c2C(=O)OCC)nnc1-c1sc(N)nc1C	4	-1	23	98	-1	-0.4	-5	6	0.0	0
COc1ccc(S(=O)(=O)N2CCC(C(=O)NN3CCCCC3)CC2)cc1	1	2	4	102	-7	1.1	4	-1	0.4	-1
Cc1cccc2cc(C#N)c(N3CCN(C)CC3)nc12	-6	0	4	99	-8	-2.4	-3	-1	0.0	3

Remaining list, next part:
SMILES	HTR2A ag	PDI turbidity	H9c2 protect	ABCB6 inh MLPCN	CaV13 FRET inh	MC4R barr agon	Vif inh	MC4R antagonist	aDG glyco up	Glyco luc inh
CN1CCN(c2ccccc2NC(=O)c2ccc(-c3ccc(Cl)cc3Cl)o2)CC1	-1	-5	7	94	-8	-0.2	?	2	-0.4	-2
CCCCC(=O)NC(=S)Nc1ccc(S(=O)(=O)N2CCCC2)cc1	0	-3	0	102	-5	-1.6	-4	7	0.0	0
CCNC(=O)c1sc(=S)n(CC)c1N	5	10	6	120	·	1.5	-9	3	-0.3	1
CCN1C(=O)[C@@H]2[C@@H]3CN(S(=O)(=O)c4ccc(C)cc4)[C@@H](c4cccc5ccccc45)[C@@H]3C(=O)C[C@@H]2C1=O	-4	·	10	102	·	·	·	·	-0.1	-3
COc1ccc2c(c1)c(CC(=O)Nc1cccc(S(N)(=O)=O)c1)c(C)n2C(=O)c1ccc(Cl)cc1	-4	-3	-2	97	-6	-2.3	-15	15	0.0	-1
Cc1cc(OCCCCNC(C)C)cc(C(C)C)c1	-1	-3	20	99	-4	2.2	-1	5	1.4	-4
O=C(O)c1cccc(S(=O)(=O)Nc2ccc(Oc3ccccc3)cc2)c1	5	6	-8	101	-6	-2.2	6	19	-0.1	2
Cc1cnn(CCC(=O)NNC(=S)NCC(C)C)c1	-3	9	2	105	-6	-1.5	4	14	0.2	0
CCN(C(=O)Cn1cc(C(F)(F)F)ccc1=O)c1c(N)n(Cc2ccccc2)c(=O)[nH]c1=O	1	-1	-7	97	-20	0.2	0	0	-0.1	2
O=C(Nc1sc2c(c1C(=O)O)CCC2)c1cccs1	3	14	-9	107	·	0.1	12	1	0.1	-2
O=c1c2c(nc3n1CCCCC3)sc1c(O)c(Br)ccc12	-1	4	-9	97	-7	-0.2	-6	4	-0.3	-10
CCc1cccc(C)c1NC(=O)COC(=O)Cn1c(C)csc1=O	9	-3	-3	100	-6	0.9	22	-7	-0.2	3
O=C(COc1ccccc1)Nc1cc(NC(=O)COc2ccccc2)cc(C(=O)O)c1	-5	6	1	103	-6	-0.7	-3	8	-0.1	-1
COc1cccc(OCc2nn3c(=O)c(-c4ccccc4)nnc3s2)c1	-1	-1	3	91	-4	0.7	-6	4	-0.3	1
COC(=O)c1ccc(C)c(NC(=O)CN(c2ccc3c(c2)OCO3)S(C)(=O)=O)c1	0	-6	-1	90	1	2.6	1	6	-0.3	2

Other structures follow:
SMILES	HTR2A ag	PDI turbidity	H9c2 protect	ABCB6 inh MLPCN	CaV13 FRET inh	MC4R barr agon	Vif inh	MC4R antagonist	aDG glyco up	Glyco luc inh
O=C(c1cccc(C(=O)N2CCc3ccccc32)n1)N1CCc2ccccc21	-2	8	0	106	-6	-0.8	-8	3	0.1	-2
C=C(C)Cn1c(NCCC)nc2c1c(=O)n(C)c(=O)n2C	6	-9	-11	102	-6	-0.2	-5	0	0.2	1
O=C(Cn1c2ccccc2c(=O)c2cc([N+](=O)[O-])ccc21)Nc1ccccc1Cl	-1	8	9	107	-5	-0.5	2	3	0.0	-3
O=C(Nc1ccccc1N1CCCCC1)c1ccc2nccnc2c1	-1	15	10	96	-1	0.6	13	-5	-0.1	1
CCOC(=O)N1CCN(C(=O)c2cc(COc3c(F)cccc3F)on2)CC1	1	9	-1	96	-6	1.3	-2	11	-0.1	-3
CC1(C)SC2c3ccccc3C(=O)N2[C@@H]1C(=O)O (some centres not stated)	3	-4	4	95	-4	0.2	-13	14	-0.1	1
COc1ccc(S(=O)(=O)N2CCc3ccccc32)cc1C(=O)Nc1cccnc1	-8	7	2	90	-7	2.5	-1	-3	-0.1	-2
O=C(N/N=C/c1ccc(F)cc1)c1cc(-c2ccc3c(c2)OCO3)n[nH]1	-7	-3	13	97	-5	4.1	-2	-4	0.0	-1
O=C(CCN1C(=O)c2ccccc2C1=O)NCCC1=CCCCC1	5	3	2	105	-5	-0.3	-1	10	0.1	0
O=C(CCN1C(=O)/C(=C/c2cccs2)SC1=S)Nc1cccc(O)c1	-4	-6	-6	103	-4	3.1	-3	-5	0.1	-2
CCOc1cc(/C=N/n2cnnc2)ccc1OS(=O)(=O)c1ccc(C)cc1	-2	-19	8	102	6	-3.0	0	-6	0.0	-4
O=C(CCOc1cccc(Br)c1)NNC(=O)COc1ccc(F)cc1	0	-3	-6	98	·	-2.3	-1	12	0.3	-1
N#Cc1ccc(C(=O)OCC(=O)NC(=O)NCc2ccccc2)cc1	-1	4	-5	97	-5	-2.7	·	11	0.0	-2
COc1cc(C(O)c2nc(-c3csc4ccccc34)cs2)ccc1F (configuration not stated)	-7	3	-7	99	-5	3.1	-1	9	0.0	-3
Cc1ccc(C2(SCC(N)C(=O)O)c3ccccc3-c3ccccc32)cc1 (configuration not stated)	-3	-4	0	95	-8	0.3	-7	26	0.4	1

(next part)
SMILES	HTR2A ag	PDI turbidity	H9c2 protect	ABCB6 inh MLPCN	CaV13 FRET inh	MC4R barr agon	Vif inh	MC4R antagonist	aDG glyco up	Glyco luc inh
N=c1ncn(CC(O)CN2CCOCC2)c2nc(N3CCOCC3)[nH]c12 (configuration not stated)	6	1	1	95	-5	0.3	13	7	-0.1	1
O=C(CCS(=O)(=O)c1ccccc1)Nc1ccccc1F	-2	6	5	101	-18	-2.3	0	9	-0.2	0
COc1cccc(OC)c1NC(=O)Cn1nc(-c2ccc3c(c2)OCCO3)ccc1=O	5	0	4	96	-7	-0.2	-12	6	0.1	2
CC1=C(C(=O)N(C)C)C(c2ccccc2OC(F)F)NC(=O)N1 (configuration not stated)	-2	14	-7	96	-5	-0.3	-2	6	-0.2	-1
CC(=O)Oc1ccc(-c2cccc(C(=O)OCC(=O)Nc3ccccc3Oc3ccccc3)c2)cc1	-1	-31	-17	90	-5	4.0	-6	14	0.9	-2
CC(=O)c1cccc(Oc2ncccn2)c1	3	7	1	99	-7	1.0	-11	12	-0.1	2
COc1ccc2c(c1)OC[C@H]1[C@H]2N2C(=O)c3cc(OC)ccc3NC(=O)[C@@]2(C)[C@H]1c1ccccc1	-2	-5	2	101	-11	-2.2	-3	6	0.2	24
COCCCN1C(=O)c2[nH]nc(-c3ccccc3O)c2C1c1ccc(Cl)cc1 (configuration not stated)	5	11	16	99	-4	0.1	-2	4	-0.2	12
Cc1cccc(N2C(=O)c3cccc4c(N)ccc(c34)C2=O)c1	11	2	7	102	-22	1.3	·	-18	0.2	3
CCCNc1nc2c(c(=O)n(C)c(=O)n2C)n1CCCc1ccccc1	1	2	15	100	-3	-1.1	-1	2	0.2	-1
COc1ccc(OC)c(CN2CCN(c3ccccc3OC)CC2)c1	-5	-39	8	96	-6	1.9	-3	3	-0.3	-1
CCOc1ccc(C(=O)NC(C(=O)NCC(c2cccs2)N(C)C)C(C)C)cc1 (configuration not stated)	4	9	-4	95	-19	-0.2	15	3	-0.1	1
CSc1nc(N)nc(SCC(=O)C(C)(C)C)c1C#N	-2	-4	1	89	-1	3.1	-4	9	-0.1	1
CCOC(=O)/C(C#N)=C\N(C)C	8	-4	3	103	-5	2.5	7	-5	0.1	-2
COc1ccc(C2/C=C\CN(C(=O)CC(C)C)CC(=O)N2Cc2ccc(F)cc2)cc1 (configuration not stated)	8	-1	4	101	-4	0.7	-6	-1	0.3	-3

Next compounds follow.
SMILES	HTR2A ag	PDI turbidity	H9c2 protect	ABCB6 inh MLPCN	CaV13 FRET inh	MC4R barr agon	Vif inh	MC4R antagonist	aDG glyco up	Glyco luc inh
Cc1cc(C)c(S(=O)(=O)N2CCN(C(=O)c3cccs3)CC2)c(C)c1	4	-3	4	96	-3	-0.8	-15	-3	0.3	-2
Cc1cccc(NC(=O)c2cccs2)n1	-1	-4	-2	110	-5	-0.5	-13	14	-0.1	-1
O=C(O)CCNC(=O)CCCn1nnc2ccccc2c1=O	5	9	4	95	-7	0.7	17	-3	-0.1	-2
O=C(c1ccccc1)N1CCN(Cc2ccccc2C(F)(F)F)CC1	-1	2	-1	94	-5	-3.5	·	9	0.0	-1
CCc1ccc(-c2cc(C)no2)cc1S(=O)(=O)Nc1cc(C)on1	2	12	2	98	-2	-3.7	-4	0	0.6	-1
CC(=O)Oc1c(C(=O)c2nnc(C)o2)c(=O)n(Cc2ccccc2)c2ccccc12	0	-11	14	96	-5	-2.5	-2	11	-0.2	2
O=C(Nc1ccc2[nH]c(=O)[nH]c2c1)C(F)(F)F	5	7	8	91	-2	0.5	3	-6	0.0	0
COc1ccc(-c2noc(N3CCCC(C(=O)Nc4ccc(F)cc4F)C3)n2)cc1 (configuration not stated)	3	·	-8	98	-3	0.0	-2	-2	-0.2	-4
